M5 ag = CHRM5 agonism in calcium assay; activation, % at 3 µM; P08912; AID 624037; CHO-K1 hM5 cells, Fluo-8 calcium fluorescence; 0% DMSO wells, 100% maximal acetylcholine response; hit rate 0.19% among 360,000;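 active means activation above the run's mean over test compounds plus 3 SD, cut at about 23% in these data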;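 further: signal is peak over basal fluorescence ratio across the kinetic read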
M1 PAM parental = M1 PAM counterscreen hit in parental CHO-K1 cells | ATP EC20, Fluo-8 calcium fluorescence; 0% at ATP EC20, 100% at ATP max | activation, % at 3 µM | AID 602247 | hit rate 0.02% among 360,000;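 active means activation above the run cutoff, the mean activation of all test compounds plus 3 SD, cut at about 40% in these data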;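 further: peak over basal fluorescence ratio in a 140 s read after ATP addition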
CRFR2-BP ag = agonists of human CRF-binding protein/CRF-R2 receptor complex | hit rate 0.46% among 350,000 | HEK293 CRF-R2/CRF-BP, calcium dye fluorescence (FLIPR); percent of saturating CRF peptide response | AID 588473 | activation, % at 13.2 µM;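 active means activation of at least 50%, plus an integration ratio under a set limit after plate pattern correction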;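 further: plate controls were neutral control wells without compound for no effect and CRF at EC100 for full effect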
M4 PAM = positive allosteric modulators of human muscarinic M4 receptor | hit rate 0.4% among 360,000 | AID 624126 | P08173 | activation, % at 3 µM | CHO-K1 hM4/Gqi5, Fluo-8 calcium fluorescence, ACh EC20; 0% = ACh EC20, 100% = maximal ACh;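 active means activation above its plate's cutoff, the mean activation of sample wells plus 3 SD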; further: some results filed as inactive read as strong as hits
Target sequence (P08173 whole entry, looked up): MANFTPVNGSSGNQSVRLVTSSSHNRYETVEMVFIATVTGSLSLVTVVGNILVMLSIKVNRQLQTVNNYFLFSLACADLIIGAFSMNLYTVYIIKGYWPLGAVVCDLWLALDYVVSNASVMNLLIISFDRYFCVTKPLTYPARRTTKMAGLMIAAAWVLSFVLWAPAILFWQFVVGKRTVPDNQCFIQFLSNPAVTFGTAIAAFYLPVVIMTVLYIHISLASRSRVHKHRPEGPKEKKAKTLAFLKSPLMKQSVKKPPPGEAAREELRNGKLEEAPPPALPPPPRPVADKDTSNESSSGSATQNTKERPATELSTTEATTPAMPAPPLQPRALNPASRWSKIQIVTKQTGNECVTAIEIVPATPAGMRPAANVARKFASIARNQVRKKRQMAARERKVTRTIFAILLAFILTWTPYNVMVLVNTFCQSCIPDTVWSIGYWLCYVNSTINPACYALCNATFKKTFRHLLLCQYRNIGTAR
M5 PAM = positive allosteric modulators of human muscarinic M5 receptor; CHO-K1 hM5, Fluo-8 calcium, ACh EC20 PAM; 0% = ACh EC20, 100% = ACh EC100; activation, % at 3 µM; hit rate 0.3% among 360,000;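 active means activation above the run cutoff, the mean activation of all test compounds plus 3 SD, cut at about 18% in these data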
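System: CHO-K1 cell line with stable human muscarinic M5 receptor expression | Also added: EC20 acetylcholine as agonist stimulus | Compound: One concentration, 3 µM final (nominal) | Timing: Fluo-8 loading 80 min at 37 °C plus 30 min room temperature | Measured by: Fluo-8 calcium dye fluorescence, kinetic read | Read-out basis: % activation, ACh-normalized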
CHRM5 antagonist = antagonists of human muscarinic M5 receptor (CHRM5). AID 624040. inhibition, % at 3 µM. CHO-hM5 cells, Fluo-8 calcium fluorescence, ACh EC80. P08912. hit rate 0.59% among 360,000;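 active means inhibition above a per-plate cutoff, the mean of that plate's test compounds plus 3 SD, cut at about 27% in these data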;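 further: 0% = acetylcholine EC80 with DMSO and 100% = DMSO without agonist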
TAAR1 antagonist = antagonists of human TAAR1 | Q96RJ0 | CHO RD-HGA16 TAAR1, Fluo-8 calcium fluorescence, antagonist | inhibition, % at 3 µM | hit rate 1.5% among 360,000;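 active means inhibition above a per-plate cutoff, the mean inhibition of test compounds on that plate plus 3 SD, cut at about 49% in these data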;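 further: 0% = DMSO plus EC80 beta-PEA response and 100% = DMSO alone without agonist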
Target sequence (Q96RJ0 whole entry, looked up): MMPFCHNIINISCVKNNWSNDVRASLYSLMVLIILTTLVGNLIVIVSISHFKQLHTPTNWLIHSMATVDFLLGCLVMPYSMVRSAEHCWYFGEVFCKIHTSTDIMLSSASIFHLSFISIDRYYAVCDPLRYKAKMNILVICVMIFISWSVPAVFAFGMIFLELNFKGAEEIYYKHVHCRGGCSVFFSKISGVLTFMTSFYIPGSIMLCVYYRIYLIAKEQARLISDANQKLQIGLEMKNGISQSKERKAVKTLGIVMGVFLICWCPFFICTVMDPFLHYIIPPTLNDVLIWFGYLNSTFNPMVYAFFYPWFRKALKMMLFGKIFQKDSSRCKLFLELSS
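test system = CHO RD-HGA16 cells bearing hTAAR1 | replication = singlicate | controls = DMSO-only wells and EC80 β-PEA-stimulated wells | reagent = EC80 β-phenethylamine stimulus | read-out basis = percent inhibition of PEA-evoked calcium signal, max/basal emission ratio | schedule = seeding 17-24 h prior, 75-min 37 °C, 30-min RT dye loading | signal = kinetic Fluo-8 calcium fluorescence measurement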
TAAR1 ag = human TAAR1 agonism; activation, % at 3 µM; AID 624467; hit rate 0.99% among 360,000; CHO RD-HGA16 TAAR1, Fluo-8 calcium fluorescence; vehicle wells 0%, saturating PEA agonist 100%;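 active means activation above the mean activation of all test compounds in the run plus 3 SD, cut at about 38% in these data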
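Signal – calcium-sensitive Fluo-8 signal, excitation 470-495, emission 515-575 nm · System – RD-HGA16 (CHO) cells co-expressing Gα16 and hTAAR1 · Incubation – 17-24 h seeding, 75 min 37 °C dye, 30 min RT · Compound dosing – 3 µM single concentration · Repeats – no replicates (n 1)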
CRFR2-BP antag = antagonists of CRF-binding protein/CRF-R2 receptor complex. HEK293 CRF-R2/CRF-BP, CRF-induced calcium fluorescence. inhibition, % at 11.8 µM. hit rate 0.59% among 350,000. AID 588475;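 active means inhibition of the ligand-induced calcium signal above about 50% at the single tested concentration, limit read from the data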
* = called active by the depositor; · = no result given; & = joins results of further samples. Hits appear at their usual frequency, and some 4.2% of all compounds hit somewhere here.

SMILES	M5 ag	M1 PAM parental	CRFR2-BP ag	M4 PAM	M5 PAM	CHRM5 antagonist	TAAR1 antagonist	TAAR1 ag	CRFR2-BP antag
COC(=O)C(O)(NC(=O)OCc1ccccc1)C(F)(F)F (stereo not given)	0	-8	-2.1	13	5	-7	18	6	-11
Cc1c(NC(=O)C(=O)N/N=C/c2cccs2)c(=O)n(-c2ccccc2)n1C	2	-4	4.8	-2	5	9	-18	8	-15
Cc1nc(SCC(=O)NC(C)c2ccccc2)c2oc3ccccc3c2n1 (stereo not given)	0	21	-0.6	6	-3	1	12	3	-2
CC(C)Cn1c(N)c(C(=O)COC(=O)c2c(F)cccc2F)c(=O)n(C)c1=O	23	-3	15	3	-5	8	13	39*	-16
COc1ccc(CN(C)C2CCCCC2)cc1	-2	6	-0.7	-8	1	-6	·	·	7
Cc1nn(-c2ccccc2)c2[nH]c(=O)c(CNCc3ccc4c(c3)OCO4)cc12	-4	10	-1.1	3	-7	0	-4	0	28
COc1ccccc1/C=C1\Oc2cc(OC(=O)N3CCOCC3)ccc2C1=O	0	-21	1.4	-8	11	-3	-13	1	6
COc1cc(CNc2ccc3[nH]c(=O)[nH]c3c2)ccc1OCc1ccccc1C	-7	8	1.6	-4	-1	5	-2	2	-27
Nn1c(=O)[nH]c2ccccc2c1=O	2	-13	-0.3	0	-4	6	-13	1	3
O=C(O)c1cccc(S(=O)(=O)N2CCC(Cc3ccccc3)CC2)c1	-1	6	-0.2	-6	2	2	3	4	-10
Cc1cc(C(=O)COC(=O)c2ccc(O)cc2)c(C)n1Cc1ccco1	6	13	3.4	-3	-3	0	4	11	-30
O=C(CSc1ccc(-c2ccc(Cl)cc2)nn1)N1CCCc2ccccc21	-4	13	0.9	2	-5	0	19	1	-3
CCOc1cc(C2C(C(=O)OC(C)C)=C(C)N=C3SCCC(=O)N32)ccc1OC(C)=O (stereo not given)	-3	17	0.0	-2	-13	3	13	7	15
C[C@@H]1CN([C@H](C)CO)C(=O)c2cc(Br)cnc2O[C@H]1CN(C)Cc1ccccc1	-2	9	3.5	-10	-5	3	-5	0	9
CC(C)(C)NC(=O)C(=O)N/N=C/c1ccc(Br)cc1	-1	4	-0.5	14	-3	1	14	3	-11
COCCNC(=O)C1CCN(S(=O)(=O)N2CCC3(CC2)OCCO3)CC1	2	16	1.6	4	-4	-3	2	4	1
O=[N+]([O-])c1ccc(C2CCCC/C2=N\OCc2cccc(F)c2)c([N+](=O)[O-])c1 (stereo not given)	-6	17	2.0	-12	-5	7	4	4	39
COc1ccc(-n2cc(CNCCCN3CCCC3=O)c(-c3ccccc3Cl)n2)cc1	-5	10	5.8	-2	0	-4	6	-1	-8
Cc1nn(C(=O)c2ccoc2C)c(N)c1-c1ccccc1	-1	-6	2.6	-4	-6	1	-19	-3	5
Cc1ccc(C(=O)NCC2CCCN2S(=O)(=O)c2cccs2)cc1C (stereo not given)	-2	13	-1.5	0	0	5	-2	0	-15
c1ccc(-c2ccc3ncccc3n2)cc1	1	-9	·	16	-3	-12	9	0	·
O=[N+]([O-])c1ccc(Sc2ccccc2Cl)nc1	-3	-2	-0.5	-1	2	0	6	13	34
NC(=O)C(Cc1ccccc1)N1C(=O)c2ccccc2C1=O (stereo not given)	0	20	3.3	2	-1	9	-8	1	-5
COc1ccc(C2/C(=C(\O)c3ccc4c(c3)CC(C)O4)C(=O)C(=O)N2Cc2cccnc2)c(OC)c1 (stereo not given)	-4	10	0.3	4	0	1	-24	2	12
Cc1cccc(NC(=O)CNC(=O)[C@H]2O[C@@H](n3ccc(=O)[nH]c3=O)[C@H](O)[C@@H]2O)c1C	2	13	·	4	3	-4	-16	1	·
COc1cc(/C=C/C(=O)c2ccccc2O)cc(OC)c1OC	0	11	-4.0	-5	0	-5	-21	2	-11
O=C(NNC1CC(=O)N(c2ccc(Br)cc2)C1=O)c1ccco1 (stereo not given)	-2	11	1.4	9	-5	5	1	9	5
CCCc1nnc(NC(=O)CCC(=O)NC2CCCCC2)s1	-5	9	0.1	1	-2	11	5	1	-7
CN1/C(=C\C(=O)c2cccnc2)C(C)(C)c2ccccc21	-2	12	0.4	-6	-4	2	18	8	1
COc1ccc(N(C(=O)c2ccncc2)S(=O)(=O)c2ccc(F)cc2)cc1	-2	24	·	2	3	4	-11	2	·
COc1ccc(CCNC(=S)c2ccccc2)cc1OC	3	-10	0.1	-10	-15	11	4	5	7
Cc1oc(-c2ccccc2F)nc1CS(=O)(=O)CC(=O)NCCCc1ccccc1	-1	14	-2.4	2	0	-1	-16	16	-3
COc1cc2oc3ccccc3c2cc1N(CC(=O)N1CCCCC1)S(=O)(=O)c1ccc(C)cc1	-6	10	89*	-3	-7	-7	-11	8	-60
O=C(NCCCCNC(=O)C(F)(F)F)C(F)(F)F	3	-6	1.5	-1	-10	10	1	8	-4
CN(Cc1ccccc1)C(=O)c1cc2ccccc2o1	-1	12	-1.0	2	2	2	10	2	-2
CCOC(=O)c1ccc(NC(=O)CSc2nc3c(c(=O)n2-c2ccccc2OC)SCC3)cc1	-1	18	2.4	-4	-1	-3	4	-3	-4
Cc1ccccc1N(CC(N)=O)S(C)(=O)=O	-1	4	2.7	2	17	-8	-7	4	-4
Cc1ccc(C(=O)NC(C)c2ccccc2)cc1Br (stereo not given)	-7	7	-4.2	12	0	-2	7	-1	-1
CN(C(=O)CSc1ccccc1C(=O)O)C1CCCCC1	6	13	-1.0	-7	-2	4	-9	14	8
NC(=O)CC(NC(=O)c1ccccc1)c1ccc(NCCN2CCCCC2)c([N+](=O)[O-])c1 (stereo not given)	0	20	-1.7	4	-1	14	-9	2	0
COc1cccc(-c2nc(-c3ccc(NC(=O)Cc4ccccc4OC)cc3)no2)c1	-1	8	6.7	-3	-6	-4	·	·	10
O=C(Cn1ccc([N+](=O)[O-])n1)Nc1ccccn1	0	15	-1.7	-5	-3	1	6	1	8
O=C(Nc1ccc(NC(=O)C2CC2)nc1)c1cccs1	-3	19	1.4	3	-6	3	19	1	-2
O=C(C1CCN(S(=O)(=O)c2ccc(Cl)cc2)CC1)N1CCOCC1	-1	14	1.4	7	-1	0	1	7	8
Cc1cc(C(F)F)nn1CC(=O)NC1C(=O)N2C(C(=O)O)=C(CSc3nnnn3C)CSC12 (stereo not given)	-2	24	-1.4	8	0	11	7	-1	12

An excerpt from above, limited to M4 PAM and M1 PAM parental.
SMILES,M4 PAM,M1 PAM parental
Cc1ccc(C(=O)NC(C)c2ccccc2)cc1Br (stereo not given),12,7
CN(C(=O)CSc1ccccc1C(=O)O)C1CCCCC1,-7,13
NC(=O)CC(NC(=O)c1ccccc1)c1ccc(NCCN2CCCCC2)c([N+](=O)[O-])c1 (stereo not given),4,20

(cont.)
SMILES	M5 ag	M1 PAM parental	CRFR2-BP ag	M4 PAM	M5 PAM	CHRM5 antagonist	TAAR1 antagonist	TAAR1 ag	CRFR2-BP antag
Cc1occc1C(=O)N(Cc1nc(-c2ccccc2)no1)C(C)C	-5	-2	-1.2	3	7	-16	-16	-2	-15
COc1ccc(-c2csc(NC(=O)C3CCCO3)n2)cc1 (stereo not given)	2	-9	-1.5	-3	-6	4	-8	4	-14
CC(=O)Nc1cc2nc(C)n(Cc3ccccc3[N+](=O)[O-])c2nc1C	2	10	1.9	-1	-1	-2	6	4	8
Cc1cc(C)cc(NC(=O)Cc2ccc(S(=O)(=O)N3CCCC3)s2)c1	-2	6	4.7	6	-6	1	7	0	9
CCc1ccc(OCCOCC(O)CNC2CCCC2)cc1 (stereo not given)	-6	19	0.7	-4	12	-3	-22	5	6
CCS(=O)(=O)C1=NSC2=NC(=O)/C(=C\c3ccc(OC(=O)c4ccco4)cc3)C(=N)N21	-3	2	-0.1	3	6	4	-14	-1	-6
CC1CN(C(=O)C2CC(=O)N(c3ccc(Cl)cc3)C2)CC(C)O1 (stereo not given)	-2	-6	1.4	-3	-5	-1	0	-2	4
COc1ccc(N2CCN(C(=O)C(=O)c3cn(CC(=O)N4CCCC4)c4ccccc34)CC2)cc1	0	16	-0.8	-5	-2	5	-10	0	-8
CCOc1ccc(S(=O)(=O)NCc2ccccn2)c(C)c1C	0	-7	0.1	0	1	2	-8	3	2
COc1ccc2c(/C=N/NS(=O)(=O)c3ccc(C)cc3)c[nH]c2c1	1	15	-0.6	2	7	-8	1	-1	-2
CCC1=Nc2cc(C(=O)NCC3CCCO3)ccc2Sc2ccc(Br)cc21 (stereo not given)	-7	13	-3.0	-7	2	3	-52	-1	6
COc1cc(NS(=O)(=O)c2ccc3c(c2)n(C)c(=O)n3C)cc(OC)c1	3	13	-1.5	7	-1	-4	20	10	-15
CCn1c2ccccc2c2cc(NC(=O)CSc3nnc(-c4cccc(F)c4)o3)ccc21	0	28	-0.8	8	0	-2	-10	3	-2
CCn1c(=N)n(CC(=O)c2ccc(Cl)c(Cl)c2)c2ccccc21	-3	2	-1.4	0	-5	12	1	-1	-3
CN(C)CCCNCCCNC(=O)c1ccco1	0&2	3&4	2.8&0.6	1&8	1&2	15&-3	2&5	2&1	-2&-21
O=C(NCC1OCCc2ccccc21)c1cc(COc2c(F)cccc2F)on1 (stereo not given)	-4	10	-1.0	-1	-4	-2	17	36	1
CCOc1cc(C(=S)N2CCOCC2)ccc1OC(=O)c1ccccc1	-2	-8	-1.1	-7	0	16	0	0	12
COC(=O)COc1ccc2oc(=O)cc(-c3cc4cccc(OC)c4o3)c2c1	-2	6	-0.9	-1	-6	5	9	4	14
CCC(=O)c1ccc(OCC(O)CN2CCN(C(c3ccccc3)c3ccccc3)CC2)cc1 (stereo not given)	-6	23	-2.8	-14	-28	16	13	9	-18
CCC(c1nnnn1CCC(C)C)N1CCC(C(N)=O)CC1 (stereo not given)	-5	13	0.3	-9	-11	2	-6	18	1
CC1CC(C)(C)NC(=S)N1CCC(=O)N1CCc2ccccc2C1 (stereo not given)	-1	0	-0.8	4	-2	13	-4	10	1
CCN(CC(=O)Nc1c(F)cccc1F)C(=O)CSCc1ccc(C)cc1	3	-6	-1.6	-3	3	-3	-3	-1	4
Cc1ncoc1C(=O)N1CCCC(C(=O)c2cccc(OC(C)C)c2)C1 (stereo not given)	0	15	-2.0	-2	8	0	-20	10	23

3 entries from above, with bars between the fields.
SMILES | M5 ag | M1 PAM parental | CRFR2-BP ag | M4 PAM | M5 PAM | CHRM5 antagonist | TAAR1 antagonist | TAAR1 ag | CRFR2-BP antag
NC(=O)C(Cc1ccccc1)N1C(=O)c2ccccc2C1=O (stereo not given) | 0 | 20 | 3.3 | 2 | -1 | 9 | -8 | 1 | -5
COc1ccc(C2/C(=C(\O)c3ccc4c(c3)CC(C)O4)C(=O)C(=O)N2Cc2cccnc2)c(OC)c1 (stereo not given) | -4 | 10 | 0.3 | 4 | 0 | 1 | -24 | 2 | 12
Cc1cccc(NC(=O)CNC(=O)[C@H]2O[C@@H](n3ccc(=O)[nH]c3=O)[C@H](O)[C@@H]2O)c1C | 2 | 13 | · | 4 | 3 | -4 | -16 | 1 | ·
